FEN1 inhibitor = blocks human flap endonuclease 1; P39748; Recombinant FEN1 flap cleavage, fluorescence, 15 min; Potency, µM (doses to about 114 µM), inactives show top-dose activity change, negative = inhibition, usual class: inhibitors; 390,000 compounds, 0.35% hits; AID 588795; further: nearly all actives have a fitted effect of over 65% in size
Target sequence (P39748 whole entry, looked up): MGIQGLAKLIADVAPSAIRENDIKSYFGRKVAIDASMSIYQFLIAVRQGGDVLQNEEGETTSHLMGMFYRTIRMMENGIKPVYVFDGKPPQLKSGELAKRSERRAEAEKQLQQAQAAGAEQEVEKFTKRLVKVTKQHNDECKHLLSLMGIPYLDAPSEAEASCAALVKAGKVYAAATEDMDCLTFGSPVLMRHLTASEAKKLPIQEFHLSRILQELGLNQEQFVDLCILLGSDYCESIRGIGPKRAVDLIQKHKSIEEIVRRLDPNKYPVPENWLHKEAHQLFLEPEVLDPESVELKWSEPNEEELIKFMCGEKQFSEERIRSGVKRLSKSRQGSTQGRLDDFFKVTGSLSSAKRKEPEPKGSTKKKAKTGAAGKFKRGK
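Recombinant FEN1 (10 nM) was preincubated with pin-transferred compounds for 15 min at room temperature, then flap DNA substrate (50 nM final) was added. Plates were read at 0 and 15 min, and normalized concentration–response data were fitted to a four-parameter Hill equation.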
N370S GC = inhibits or activates N370S mutant glucocerebrosidase | P04062 | N370S GC spleen homogenate, 4MU-glucoside fluorescence | Potency, µM (doses to about 59.4 µM), for inactives: at the highest dose activity change, negative = inhibition, actives largely listed as inhibitors | 330,000 compounds, 0.092% hits | AID 2101;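 further: 0% = full enzyme activity and -100% = no enzyme basal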
TDP1 inh = TDP1 (human) enzyme inhibition; AID 485290; Q9NUW8; 350,000 compounds, 0.28% hits; recombinant TDP1, AlphaScreen DNA substrate cleavage; Potency, µM (series often up to 130 µM), inactives show top-dose activity change, negative = inhibition, usual class: inhibitors; further: nearly all actives have a fitted effect of over 40% in size
Target sequence (Q9NUW8 whole entry, looked up): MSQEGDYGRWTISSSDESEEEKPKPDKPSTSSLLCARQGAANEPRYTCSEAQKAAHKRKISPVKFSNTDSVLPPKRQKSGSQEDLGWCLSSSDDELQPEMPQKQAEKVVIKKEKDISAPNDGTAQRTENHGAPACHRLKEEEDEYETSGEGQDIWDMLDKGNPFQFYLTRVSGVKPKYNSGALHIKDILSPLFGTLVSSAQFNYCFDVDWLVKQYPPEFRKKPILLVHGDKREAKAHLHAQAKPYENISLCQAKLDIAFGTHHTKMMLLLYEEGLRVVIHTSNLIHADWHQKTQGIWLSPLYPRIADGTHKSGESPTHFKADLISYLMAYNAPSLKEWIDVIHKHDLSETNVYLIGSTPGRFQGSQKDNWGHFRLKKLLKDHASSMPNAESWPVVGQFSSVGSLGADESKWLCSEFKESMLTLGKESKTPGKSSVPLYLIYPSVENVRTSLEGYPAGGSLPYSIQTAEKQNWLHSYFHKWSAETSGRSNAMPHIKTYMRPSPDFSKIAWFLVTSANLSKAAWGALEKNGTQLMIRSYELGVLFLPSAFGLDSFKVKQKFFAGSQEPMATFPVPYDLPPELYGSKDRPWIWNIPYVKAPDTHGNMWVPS
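Here, a 5' biotin and 3' phosphotyrosine-FITC DNA oligonucleotide reports Tdp1 activity: intact substrate bridges AlphaScreen beads, while cleavage leaves a 3' phosphate and drops signal. All incubations at room temperature.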
* marks the source's active call; other numbers are inactive results; ? = inconclusive; . = no result given; & = joins results of further samples; [ ] = remark or other dose. The call rests on the fitted dose curve; in most records, active means well fitted curve in the direction sought with a large enough effect; inconclusive means small, poorly fitted or top-dose-only effect, or another doubt; inactive means no such curve, though single readings can be large; an effect the other way counts as inactive or inconclusive. Unless noted, on the % scale 0 is the no-effect control and ±100 the full control effect; potency means the concentration at half of the fitted maximal effect.

SMILES | FEN1 inhibitor | N370S GC | TDP1 inh
COC(=O)c1cc(NC(=O)c2cc(C(C)(C)C)nn2Cc2ccc(F)cc2)ccc1N1CCOCC1 | -8.1% | 1.7% | 1.3%
O=C(Cc1ccccc1)Nc1nnc(-c2cccs2)s1 | 0.5% | -7.2% | 0.0%
O=C(Nc1ccc2c(c1)Cc1ccccc1-2)c1cccnc1 | -0.7% | -21.7% | 9.0%
O=C(NC1CC1)c1ccc(CSCc2ccccc2Cl)o1 | 18.6% | 0.2% | 1.6%
CCOc1ccccc1C(=O)NC(C(=O)Nc1ccccc1N1CCOCC1)C(C)C (configuration not stated) | -12.5% | 9.0% | 2.9%
O=C(c1ccc(F)cc1)N1CCC(C(=O)N2CCN(Cc3ccc4c(c3)OCO4)CC2)CC1 | -3.1% | -5.8% | .
CC(C)N(Cc1nc(-c2ccc(Cl)cc2)no1)C(=O)c1ccco1 | 10.9% | . | 6.9%
O=C(Nc1cccnc1)c1ccc(-c2ccc(Cl)cc2)o1 | 1.2% | -14.1% | 4.6%
CCCCN(c1ccccc1)S(=O)(=O)c1cccc2cccnc12 | -19.6% | 25.8% | 2.6%
Cc1cccc(Nc2nc(N)c([N+](=O)[O-])c(N3CC(C)CC(C)C3)n2)c1 (configuration not stated) | -26.2% | -11.9% | 7.8%
O=C(CSc1cccc[n+]1[O-])Nc1ccccc1C(F)(F)F | 13.1% | . | -0.6%
C/C(=N/NC(=O)c1ccncc1)c1ccccc1 | 5.3% | -0.1% | .
O=C(CN1C2CCCC1CC(NC(=O)c1ccccc1)C2)Nc1ccccc1C(F)(F)F (configuration not stated) | 2.0% | -2.3% | .
CCOC(=O)c1c(C)nn(-c2ccc(NC(=O)c3c(C)noc3C)cc2)c1C | 17.0% | -17.0% | .
Cn1c(=O)c2sccc2n2c(CCCC(=O)N3CCCCC3)nnc12 | -6.0% | 8.9% | 2.0%

Later entries
SMILES | FEN1 inhibitor | N370S GC | TDP1 inh
Cn1nnnc1P(=O)(c1ccccc1)c1ccccc1 | 1.5% | -4.2% | 3.2%
OC(CSc1c(Cl)cccc1Cl)CN1CCN(c2ccc(F)cc2)CC1 (configuration not stated) | -10.3% | -9.1% | 2.8%
O=C(CCc1ccccc1)NC(=S)Nc1ccc2c(c1)C(=O)OC2 | 16.5% | -9.1% | -3.1%
CN(C)CCCN(C(=O)c1ccc(S(=O)(=O)N(C)Cc2ccccc2)cc1)c1nc2cc3c(cc2s1)OCO3 | 5.3% | -15.0% | 12.0%
CC(C)CC(NC(=O)OCC1c2ccccc2-c2ccccc21)C(=O)O (configuration not stated) | . | 1.3% | 4.5%
COc1ccccc1NC(=S)N(CCc1c(C)[nH]c2ccccc12)Cc1cccs1 | 2.0% | 22.3% | 8.7%
COc1ccccc1N1CCN(C(=O)CN(Cc2ccc(Cl)cc2)S(C)(=O)=O)CC1 | -6.9% | -7.9% | 4.3%
O=C(COc1ccccc1N1C(=O)c2ccccc2C1=O)c1ccc(Cl)cc1 | -2.7% | 7.1% | 6.2%
COc1ccccc1-c1cc(C(=O)NCc2ccccc2)no1 | -10.0% | -18.5% | -4.8%
COC(=O)c1ccc(N=CC2=C(O)CC(c3ccccc3)CC2=O)cc1 (configuration not stated) | 11.3% | 0.4% | .
CC(=O)N1CCc2c(sc3c2c(=O)n(-c2cc(Cl)ccc2C)c(=O)n3Cc2ccccc2F)C1 | -12.6% | . | 4.9%
c1ccc(CSc2nnc3ccc(-c4cccs4)nn23)nc1 | 3.0% | -8.0% | 3.6%
CCCOc1ccc2oc(=O)c3c(c2c1)CCCN3C(=O)CN1CCCC(C(=O)OCC)C1 (configuration not stated) | -5.9% | -1.5% | 2.0%
Cc1ccc2c(Cl)cc(Cl)c(OCC(=O)NC3CCS(=O)(=O)C3)c2n1 (configuration not stated) | -13.0% | 6.1% | 2.5%
C=CCN1CCc2nc(N)sc2CC1 | -8.4% | -6.6%&9.9%&-16.8% | 13.4%&13.4%&2.7%

(further entries)
SMILES | FEN1 inhibitor | N370S GC | TDP1 inh
Brc1ccc(-c2nnc(-c3ccccc3)c(N3CCSCC3)n2)cc1 | -4.4% | 24.0% | 5.4%
CCOc1ccc(C(=O)Nc2c3c(nn2-c2ccccc2)CS(=O)(=O)C3)cc1 | -1.8% | -18.1% | 2.5%
O=S(=O)(c1ccc(Br)c2ccccc12)N1CCOCC1 | -1.1% | 0.1% | .
COc1cccc(CN2CCN(Cc3ccc(O)c(OC)c3)CC2CCO)c1 (configuration not stated) | -2.4% | -0.7% | -1.2%
CCOC(=O)c1cc(NC(=O)c2ccc(Cl)cc2)c(=O)oc1-c1ccccc1 | -13.1% | 4.2% | -1.0%
COc1ccc(/C(C)=N/NC(=O)C2C3CCCCC32)c(OC)c1 (configuration not stated) | -2.3% | 25.9% | 2.6%
CSCC[C@H](NC(=O)OC(C)(C)C)C(=O)N/N=C/c1c(C)[nH]c(=O)[nH]c1=O | -0.9% | 0.2% | 1.0%
Cc1[nH]c(C)c(S(=O)(=O)N(Cc2ccccc2)C(C)C)c1C(=O)N1CCCC1 | -0.7% | -1.8% | 2.9%
O=C(Nc1cccnc1)Nc1cccc([N+](=O)[O-])c1 | 4.1% | -16.9% | .
Cc1cn(-c2cc(NC(=O)c3ccc(C)c(NC(=O)c4cccc(-c5cn[nH]c(=O)c5)c4)c3)cc(C(F)(F)F)c2)cn1 | ? | -9.7% | .
Cc1sc(C2C(C#N)=C(N)N(c3ccc(Cl)cc3)C3=C2C(=O)CCC3)cc1CN1CCOCC1 (configuration not stated) | -8.8% | . | 4.7%
Cc1cc(=O)oc2cc(OCC(=O)NC3CCCCC3)ccc12 | 2.8% | -7.8% | .
CC(C)NC(=O)c1ccc(N(Cc2ccc(Cl)cc2)S(C)(=O)=O)cc1 | 0.0% | -7.0% | 2.6%
O=C(CN1C(=O)c2ccccc2C1=O)N1CCN(c2ccccc2)CC1 | 8.8% | 17.5% | 4.5%
O=C(Cn1cc(C(=O)C2CCCCC2)c2ccccc21)Nc1ccccc1Cl | 9.0% | . | -1.1%

(further entries)
SMILES | FEN1 inhibitor | N370S GC | TDP1 inh
CC(=O)Nc1ccc(S(=O)(=O)Nc2nc3ccccc3nc2-n2ccc(=NC(=O)c3ccc(F)cc3)cc2)cc1 | -1.1% | -18.6% | 0.0%
CC(=O)Nc1ccc(N(C(=O)CNC(=O)c2ccco2)C(C(=O)NC2CCCC2)c2ccco2)cc1 (configuration not stated) | -11.9% | 2.0% | 8.5%
COc1ccc2oc(=O)c(C(=O)NCc3cccnc3)cc2c1 | -0.3% | 7.3% | -2.5%
CC(C)COC(=O)C1[C@H]2C(=O)N(Cc3cccs3)C[C@]23C=C[C@H]1O3 (some centres not stated) | -5.1% | 4.5% | -2.3%
CC1CC(C)CN(CCCNC(=O)Cc2c(C(=O)O)n(C)c3ccccc23)C1 (configuration not stated) | 0.0% | 2.4% | 2.3%
CCOc1ccccc1C(=O)OCC(=O)Nc1ccc(OC(F)F)cc1 | -5.2% | 4.0% | 5.9%
COc1cc2c(cc1OC)CN(C(=O)CSc1nc(C)cc(C)c1C#N)CC2 | 1.1% | 6.8% | 5.2%
c1cnn(-c2nc(N3CCOCC3)nc(N3CCOCC3)n2)c1 | 3.2% | -9.9% | 5.9%
COc1ccc(C(=O)/C=C/Nc2cc(C)on2)c(OC)c1 | 9.6% | -5.7% | 0.0%
CN(C1CCCCC1)S(=O)(=O)Cc1ccccc1 | 0.4% | -2.3% | 0.0%
COC(=O)c1cccc(C23CC4(C2)[C@H](CN(C)[C@@H]4c2ccccc2)C3c2ccccc2)c1 (some centres not stated) | 2.3% | -18.6%&-9.2% | 8.7%&4.7%
CCCCOc1cc(C[C@@H]2CNC(=O)N2)ccc1OC | . | -1.6% | 10.7%
O=C(O)COc1ccc(-c2nccc(-c3cccs3)n2)cc1 | . | -2.6% | 2.0%
CCOC(=O)N1CCN(C(=O)c2ccc(-n3c(C)ccc3C)cc2)CC1 | -3.2% | 1.3% | 2.7%
COc1ccc(CNC(=O)CCS(=O)(=O)c2cc(Br)cc3c2N(C(C)=O)C(C)C3)cc1 (configuration not stated) | -7.2% | . | -4.3%[12.3 µM]

Additional structures
SMILES | FEN1 inhibitor | N370S GC | TDP1 inh
COc1cc(OC)c(NC(=O)Cn2ncn3c(cc4cc(C)ccc43)c2=O)cc1Cl | 0.0% | . | 0.0%
O=C1CC(c2ccc(F)cc2)Cc2nc(N3CCN(c4ccccc4)CC3)ncc21 (configuration not stated) | -11.9% | 8.1% | 4.8%
COc1ccccc1N1CCN(C(=O)C(C)NC(=O)c2cccc([N+](=O)[O-])c2)CC1 (configuration not stated) | 5.3% | 1.4% | 4.5%[0.0935 µM]
COc1cccc(CN2CC(C(=O)NCCN3CCOCC3)CCC2=O)c1 (configuration not stated) | 0.1% | -3.2% | 3.4%
O=c1c(-c2cc(-c3ccccc3)nc3c2COc2ccc(Cl)cc2-3)coc2ccc(F)cc12 | -1.1% | . | 7.1%
Cc1ccc(C2CC(c3ccco3)n3nc(N)nc3N2)cc1 (configuration not stated) | -15.7% | 5.7% | 0.0%
Cc1ccc(CNC(=O)C2(C(F)(F)F)C/C(=C\CCO)CCCO2)o1 (configuration not stated) | -1.0% | -7.2% | 7.9%
CC(C)CCNC(=O)CCn1c(=S)oc2ccccc21 | 0.4% | 1.0% | 2.3%
COC(=O)c1ccc(NC(=O)c2ccc3nccnc3c2)cc1 | 3.3% | -3.1% | -2.5%
COc1ccc(CNC(=O)CSc2ncc3c(n2)-c2ccc(Cl)cc2N(Cc2ccccc2)S3(=O)=O)cc1 | 1.4% | . | 5.3%
COc1cccc(N2CC(NC(=O)CCCc3ccccc3)CC2=O)c1 (configuration not stated) | 20.0% | . | -2.6%
CC1(c2ccccc2Cl)NC(=O)N(CC(=O)Nc2ccc(N3CCOCC3)cc2)C1=O (configuration not stated) | -16.2% | . | 2.5%
O=C(NCc1ccccc1)c1nc(S(=O)(=O)Cc2ccccc2)ncc1Cl | -1.3%&-1.3% | 0.2% | 1.3%&-9.3%
CC(C)c1ccc(S(=O)(=O)c2nnn3c2nc(N2CCCCC2)c2ccccc23)cc1 | -12.1% | ? | -0.6%
C=CCN(Cc1ccc(OC)c(OC)c1)C(=O)N1CCOCC1 | -8.9% | -6.0% | .

Carrying on:
SMILES | FEN1 inhibitor | N370S GC | TDP1 inh
O=C(NCc1cccs1)c1ccncc1 | 5.8% | -2.0% | 2.6%
Cc1cccc(OC(=O)c2cncc(Br)c2)c1 | 15.3% | -12.0% | -1.2%
CCNc1nc(C)cc(COC)c1C#N | -3.4% | 12.9% | -3.2%
O=C(Nc1cccc(C(F)(F)F)c1)c1n[nH]c(Cn2cncn2)n1 | -5.4% | 5.2% | 0.0%
CCc1ccc(NC(=O)CSc2nc(O)cc(=O)n2C2CCCC2)cc1 | -4.7% | -1.5% | 0.0%
COc1ccc(CC(=O)Nc2cccc(S(=O)(=O)N3CCOCC3)c2)cc1OC | 0.6% | . | 0.8%
Nc1nonc1-c1noc(-c2ccccc2)n1 | -12.6% | 0.9% | 4.9%
CC(C)N(Cc1nccn1C)C(=O)c1ccc(OC2CCN(C(=O)C3CC3)CC2)cc1 | 2.8% | -12.7% | 0.0%
CC(=O)Nc1ccc(/C(C)=N/Nc2nc(Nc3ccccc3)nc(N3CCOCC3)n2)cc1 | -16.6% | 4.7% | -1.2%
COC(=O)CCCCNC(=O)Nc1ccccc1 | 13.3% | -2.7% | -1.2%
O=C(NCCC1=CCCCC1)C1CCCN(S(=O)(=O)c2cccc3cccnc23)C1 (configuration not stated) | 16.3% | 8.6% | -1.2%
CCc1ccc(-c2ccc(C(=O)O)cc2)nc1 | -9.1% | -11.2% | 0.0%
Cc1cn([C@@H](CCCCNC(=O)OC(C)(C)C)C(=O)NCCCCCCCCCCC(=O)N2CCN(C(=O)OC(C)(C)C)CC2)nn1 | -1.8% | -15.4% | 3.9%
C=CC[C@@H]1[C@H](O)CC[C@@]2(C)[C@H]1CC[C@@H]1[C@@H]2CC[C@]2(C)C([C@H](C)CCCC(C)C)CC[C@@H]12 (some centres not stated) | . | -4.7% | 3.7%
CCN(CCNC(=O)c1ccc2nc(-c3ccccc3NC(C)=O)c(=O)[nH]c2c1)c1ccccc1 | -7.9% | -21.8% | 3.9%
Cc1cc(C)nc(SCC(=O)Nc2ccc(S(=O)(=O)N3CCCCC3)cc2)n1 | 0.9% | . | 2.0%
Cc1nn(-c2ccccc2)c(C)c1/C=N/O | -11.7% | 0.7% | -3.3%

Part of the list above, limited to N370S GC and FEN1 inhibitor:
| SMILES | N370S GC | FEN1 inhibitor |
| --- | --- | --- |
| CCN(CCNC(=O)c1ccc2nc(-c3ccccc3NC(C)=O)c(=O)[nH]c2c1)c1ccccc1 | -21.8% | -7.9% |
| Cc1cccc(OC(=O)c2cncc(Br)c2)c1 | -12.0% | 15.3% |
| O=C(NCc1cccs1)c1ccncc1 | -2.0% | 5.8% |
